TDP2 inh – TDP2 (human) inhibition, absorbance primary screen; recombinant TDP2, T5PNP hydrolysis, p-nitrophenol absorbance 415 nm; inhibition, % at 12.8 µM; hit rate 0.34% among 370,000; AID 720702;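 active means inhibition above the mean of all tested compounds plus 3 SD, set per campaign, cut at about 25% in these data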;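 further: 0% = DMSO with enzyme and 100% = buffer with substrate but no TDP2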
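System – recombinant human TDP2 · Amount – 120 nM TDP2 per well · Buffer or medium – Mg2+-containing Tris-HCl buffer, pH 7.5 · Reagent – T5PNP substrate, 5 mM · Dosing – 12.8 µM single point, 1% DMSO · Incubation – 2 h at 37 °C · Measured by – epi absorbance · Read-out basis – percent inhibition · Benchmarks – high control without enzyme, low control DMSO plus TDP2 · Repeats – singlicate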
Tn7 DDE FP – DD(E)-Tn7 binding inhibition, primary FP screen. FP displacement of FITC-Tn7 peptide from fibrin DD(E); 0% = median of compound wells per plate. hit rate 0.13% among 370,000. inhibition, % at 8.3 µM;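 active means inhibition above the mean of compounds falling within the control limits plus 3 SD of them, cut at about 14% in these data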;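 further: 0% = plate median of compound wells and 100% = 10 µM Aha-Tn7 peptide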
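Test system: human clot-derived fibrin DD(E) complex / Quantity: 2 µM final DD(E) protein / Incubation: 10 min plus 3 h, room temperature / Measured by: fluorescence polarization / Benchmarks: high control of 10 µM Aha-Tn7 peptide / Replicates: singlicate testing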
LEDGF integ inh – blocks HIV-1 LEDGF/p75-dependent DNA integration. hit rate 0.64% among 370,000. inhibition, % at 3.7 µM. TR-FRET IN-LEDGF/p75 DNA integration, Eu/Cy5;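 active means inhibition above the screen-wide mean plus 3 SD, cut at about 13% in these data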;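 further: signal is the Cy5 over europium emission ratio at 671 and 618 nm; 0% = plate median of compound wells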
UHRF1 binding – blocks human UHRF1 binding to methylated DNA; inhibition, % at 4.4 µM; UHRF1 binding to methylated oligo, TR-FRET; Q96T88; hit rate 0.75% among 370,000; in the data active means inhibition above about 21%;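 further: UHRF1 SRA domain binding a hemimethylated CpG hairpin DNA probe; 0% = median of test compound wells and 100% = reference inhibitor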
HTRA1 inh – inhibitors of human serine peptidase HTRA1; Q92743; recombinant HTRA1, FP-rhodamine activity-based probe, fluorescence polarization; inhibition, % at 5.96 µM; hit rate 0.5% among 340,000; in the data active means inhibition above about 36%;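 further: 0% = enzyme with DMSO and 100% = wells lacking enzyme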
Target sequence (Q92743 whole entry, looked up): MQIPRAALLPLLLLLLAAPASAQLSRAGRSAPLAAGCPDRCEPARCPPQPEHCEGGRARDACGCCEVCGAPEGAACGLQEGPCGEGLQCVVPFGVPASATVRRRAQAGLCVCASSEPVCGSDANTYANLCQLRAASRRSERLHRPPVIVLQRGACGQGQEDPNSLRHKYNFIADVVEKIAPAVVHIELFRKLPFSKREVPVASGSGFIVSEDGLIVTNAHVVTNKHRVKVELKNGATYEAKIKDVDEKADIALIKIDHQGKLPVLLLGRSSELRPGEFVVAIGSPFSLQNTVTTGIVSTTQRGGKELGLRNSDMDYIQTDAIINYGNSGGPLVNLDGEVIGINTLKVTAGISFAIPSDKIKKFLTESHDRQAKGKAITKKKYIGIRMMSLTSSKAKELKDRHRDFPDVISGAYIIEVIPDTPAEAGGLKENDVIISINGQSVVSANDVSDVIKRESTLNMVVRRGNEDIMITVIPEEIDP
mABHD4 FP – ABHD4 (mouse) inhibition, primary FP screen; Q8VD66; purified mABHD4, FP-Rh probe fluorescence polarization; inhibition, % at 8.92 µM; hit rate 0.54% among 370,000;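 active means inhibition exceeding the mean over every tested compound plus 3 SD, cut at about 30% in these data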;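 further: 0% = plate median of compound wells and 100% = S159A mutant with DMSO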
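Test system: mouse ABHD4 enzyme, wild type. Reagent: FP-Rh fluorescent activity-based probe, added after compound pre-incubation. Timing: pre-incubation 45 min, probe exposure 60 min, at 25 °C. Technique: FP readout, ex 525 nm / em 598 nm. Benchmarks: high control S159A mutant with DMSO, low control median of compound wells.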
PG9 Ab binder – small molecules binding HIV-1 gp120 antibody PG9; TR-FRET gp120-PG9 antibody binding; inhibition, % at 6.7 µM; hit rate 0.43% among 360,000; AID 624416; in the data active means inhibition above about 8.5%
TCR-CD3 inh – blocks the human TCR-CD3 interaction. TAMRA-labeled TCR probe fluorescence, biochemical. inhibition, % at 9.4 µM. hit rate 0.37% among 360,000; in the data active means inhibition above about 19%;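 further: recombinant mutant TCR 2C K166C tagged with TAMRA read by polarization; 0% = receptor in buffer alone and 100% = receptor with positive control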
SIAE primary – human SIAE inhibition, primary screen; Q9HAT2; hit rate 0.69% among 370,000; AID 1053197; inhibition, % at 9.66 µM; SIAE FP-Rh probe binding, fluorescence polarization;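 active means inhibition above a cutoff: mean of compounds within the control limits plus 3 SD of those, cut at about 17% in these data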;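 further: 0% = plate median of compound wells and 100% = probe without SIAE protein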
Target sequence (Q9HAT2 whole entry, looked up): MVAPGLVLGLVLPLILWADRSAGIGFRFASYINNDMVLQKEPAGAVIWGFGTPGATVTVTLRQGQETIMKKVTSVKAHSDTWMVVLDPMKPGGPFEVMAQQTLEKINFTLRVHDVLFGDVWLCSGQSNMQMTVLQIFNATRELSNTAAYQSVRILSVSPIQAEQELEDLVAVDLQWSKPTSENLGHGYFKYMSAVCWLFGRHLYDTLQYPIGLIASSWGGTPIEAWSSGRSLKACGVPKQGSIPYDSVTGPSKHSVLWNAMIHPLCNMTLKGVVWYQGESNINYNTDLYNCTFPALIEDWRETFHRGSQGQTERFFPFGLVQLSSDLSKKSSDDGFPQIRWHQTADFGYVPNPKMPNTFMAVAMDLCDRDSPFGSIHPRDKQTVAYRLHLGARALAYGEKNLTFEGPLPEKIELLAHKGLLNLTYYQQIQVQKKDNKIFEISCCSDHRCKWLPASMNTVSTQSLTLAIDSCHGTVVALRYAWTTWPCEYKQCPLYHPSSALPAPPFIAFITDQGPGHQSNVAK
PRMT1 FP inh – PRMT1 (human) inhibition, primary screen; hit rate 1.3% among 370,000; recombinant PRMT1, activity-based probe fluorescence polarization; inhibition, % at 2.79 µM;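 active means inhibition above about 21% made by adding two undisclosed values, limit read from the data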
* = called active by the depositor; · = no result given.

Values run as follows: TDP2 inh, Tn7 DDE FP, LEDGF integ inh, UHRF1 binding, HTRA1 inh, mABHD4 FP, PG9 Ab binder, TCR-CD3 inh, SIAE primary, PRMT1 FP inh
COc1ccc(C(=O)C[C@@H]2OC[C@H](C)N2S(=O)(=O)c2ccc(C)cc2)cc1OC
→ 4, 10, -7, -2, ·, -10, 1.1, 7, -4, 0
Cn1nccc1NS(=O)(=O)c1ccc(C(C)(C)C)cc1
→ 1, 5, 0, -1, 3, 1, 0.4, 3, 0, -3
Oc1ccc(CNc2ccccc2C(F)(F)F)c2cccnc12
→ 3, 1, -7, -7, ·, 17, ·, ·, 4, 47*
CCOc1ccccc1C1N(c2ccc(F)cc2)C(=O)C2CCCN21 (centres undefined)
→ 1, -4, 3, 1, -3, -4, -0.2, 0, 5, -3
CC(=O)Nc1nnc(SCC(=O)N2CCCc3ccccc32)s1
→ -2, 4, -5, 2, -5, 5, -3.1, 3, -5, 1
COC(=O)C1=C(C(=O)OC)[C@@H]2N(C)c3ccc(OC)cc3[C@@]23C[C@@H](C(=O)OC)N(C(=O)NC2CCCCC2)C3=N1
→ 9, -2, -1, 0, 0, 5, 0.0, 4, 0, -1
OCCC1CN(Cc2ccccc2-c2ccco2)CCN1Cc1ccccc1 (centres undefined)
→ -5, -3, 2, 2, 1, -3, -0.9, 2, -1, -2
COc1ccc(NC(=S)N2CCN(C(c3ccccc3)c3ccccc3)CC2)cc1OC
→ -5, -3, 2, 0, -11, -6, -0.8, 0, 0, -2
CC1(C(=O)O)CCN1C(=O)c1cccnc1Oc1ccccc1 (centres undefined)
→ 17, -2, -1, 1, ·, 7, -0.2, -1, 1, 0
CN(Cc1ccccc1)C(=O)c1nc[nH]c1C(=O)N1CCc2ccccc2C1
→ 0, -3, 3, 0, -5, 1, 2.3, 0, 4, -1
Cc1ccccc1N(C(=O)c1ccco1)C(C(=O)NC1CCCC1)c1cccnc1 (centres undefined)
→ 6, 2, 1, -1, 7, 2, 0.9, 3, -4, -2
Cc1cc(NC(=O)C(Cl)c2ccccc2)no1 (centres undefined)
→ 8, -1, 2, -2, 4, 0, -1.0, 3, -12, 5
O=C(NC1CCCCCC1)C1Cc2ccccc2CN1C(=O)c1ccco1 (centres undefined)
→ 12, 10, 0, 0, -7, -3, 0.3, 1, -5, 0
CSCCC(NC(=O)c1ccccc1Br)C(=O)NNC(=O)C1COc2ccccc2O1 (centres undefined)
→ 9, 5, 0, -1, 8, -8, -0.1, -1, 1, -2
CCOC(=O)C1C2C=CC3(CN(C4CCCC4)C(=O)C13)O2 (centres undefined)
→ -17, 1, 1, 1, 4, -4, -2.5, -5, -4, -2
CCOC(=O)C(=CNc1cc(C)ccc1[N+](=O)[O-])C(=O)OCC
→ -4, 8, -7, 2, 7, 4, -0.2, -3, 1, 7
CCOc1ccc(CSC2=NCCN2)cc1Cl
→ -1, 4, 0, 2, -1, -1, 0.5, -1, -1, 6
CCNC(=O)C(C)Oc1ccc(Cl)cc1Cl (centres undefined)
→ 10, 4, -7, 0, 4, 6, 1.6, -1, -4, 0
Cc1c(NC(=O)c2cccnc2C(=O)O)cccc1C(=O)O
→ 6, -5, 0, 1, 0, 8, -0.1, -5, -3, 5
Cc1ccc(S(=O)(=O)Nc2ccccc2)cc1[N+](=O)[O-]
→ 2, 4, 0, 1, 1, -2, -1.2, 3, -4, -2

Only PG9 Ab binder, PRMT1 FP inh and LEDGF integ inh, for 2 of the compounds above:
SMILES | PG9 Ab binder | PRMT1 FP inh | LEDGF integ inh
COc1ccc(NC(=S)N2CCN(C(c3ccccc3)c3ccccc3)CC2)cc1OC | -0.8 | -2 | 2
CC1(C(=O)O)CCN1C(=O)c1cccnc1Oc1ccccc1 (centres undefined) | -0.2 | 0 | -1

(next part)
Values run as follows: TDP2 inh, Tn7 DDE FP, LEDGF integ inh, UHRF1 binding, HTRA1 inh, mABHD4 FP, PG9 Ab binder, TCR-CD3 inh, SIAE primary, PRMT1 FP inh
COc1ccc(OC)c(Nc2cc(C)nc3nc(C)nn23)c1
→ -3, -6, 3, 0, 0, 2, -0.5, 2, -2, -4
CC(C)OC(=O)N(C)C[C@H]1OCc2cnnn2CCCC(=O)N([C@H](C)CO)C[C@H]1C
→ -1, 6, -4, 1, 7, -8, -0.9, -5, -4, 3
Cc1ccc(S(=O)(=O)N/N=C\c2cc3c(cc2[N+](=O)[O-])OCO3)cc1
→ 1, 2, -1, -3, 0, 18, 0.8, -2, 7, 8
O=C(O)CCN=Cc1c(O)c2ccccc2oc1=O
→ 8, 3, 1, 2, 8, 7, -3.1, -6, 7, 0
CCOc1ccc(-n2c(SCC(=O)Nc3ccc(OC)cc3OC)nc3c(c2=O)SCC3)cc1
→ 3, -6, -1, -1, -1, 3, -3.3, 1, -6, -1
CC1CCN(C(=O)CSc2nc3c(c(=O)n(C)c(=O)n3C)n2C)CC1
→ 2, 0, 2, 2, 7, -1, -0.9, 4, 2, -2
CC(=O)Nc1cc(S(=O)(=O)Nc2ccccc2)c(C)cc1C
→ -4, -2, 10, 3, -3, -4, -0.8, 7, -3, -1
CCCCOn1c(C)c(C(C)=O)c2c3no[n+]([O-])c3ccc21
→ -8, -3, -1, -1, 8, -5, -3.2, 11, -1, -1
O=C(NCCCN1CCOCC1)c1cc(-c2ccc(Cl)cc2)on1
→ 5, -2, 3, 1, -4, 6, 1.2, 5, 7, -5
COc1cc2ccc(=O)oc2cc1O
→ 3, -3, -2, -3, -1, 2, 0.1, 8, 3, -1
COc1ccc(NC(C)=O)cc1NC(C)C(=O)Nc1ccc(F)cc1 (centres undefined)
→ -4, 0, -4, -3, 0, -5, -3.1, 6, -1, -1
COc1cccc(CCNc2ccc(N3C(=O)CC(C)C3=O)cc2[N+](=O)[O-])c1 (centres undefined)
→ -8, 6, 1, -3, -1, 2, 0.3, -1, 3, -3
CC(=O)Nc1cc(NC(C)=O)cc(-c2nc3ccccc3[nH]2)c1
→ -14, -3, 2, 2, 0, -11, -2.5, 4, -12, -2
C/C(O)=C/c1nc2ccccc2[nH]c1=O
→ -4, 2, 2, -7, -6, 4, -3.4, -9, -1, 4
COc1ccc(-c2ccc(SCC(=O)NC3CCCC3)nn2)cc1OC
→ 3, -2, -2, 2, -5, 0, 0.1, -5, -3, 5
COCCn1c(SCC#N)nnc1-c1ccc([N+](=O)[O-])cc1
→ 10, 1, 4, 0, -7, 0, -1.6, 3, 5, 1
CCOC(=O)CC1ON(C)C(=O)N1c1ccc(Cl)cc1Cl (centres undefined)
→ 3, 6, 0, 1, 4, -5, -0.8, 4, -4, 2
O=C(NNC(=O)C1CCN(S(=O)(=O)c2ccccc2C(F)(F)F)CC1)c1ccccc1O
→ 6, 4, -7, -2, 11, 6, 2.5, 31*, 9, -2
Cc1ccc(-c2nnc(-c3ccc(Br)cc3)o2)o1
→ -1, -2, 1, -3, 4, -2, -1.0, 4, 2, 3
OC(CNc1ncnc2sccc12)c1ccccc1 (centres undefined)
→ -12, -2, 2, 5, -9, -11, -0.5, -5, 0, 7

Rewritten tab-delimited: entries from further up
Compound	TDP2 inh	Tn7 DDE FP	LEDGF integ inh	UHRF1 binding	HTRA1 inh	mABHD4 FP	PG9 Ab binder	TCR-CD3 inh	SIAE primary	PRMT1 FP inh
CC1CCN(C(=O)CSc2nc3c(c(=O)n(C)c(=O)n3C)n2C)CC1	2	0	2	2	7	-1	-0.9	4	2	-2
CC(=O)Nc1cc(S(=O)(=O)Nc2ccccc2)c(C)cc1C	-4	-2	10	3	-3	-4	-0.8	7	-3	-1
CCCCOn1c(C)c(C(C)=O)c2c3no[n+]([O-])c3ccc21	-8	-3	-1	-1	8	-5	-3.2	11	-1	-1
O=C(NCCCN1CCOCC1)c1cc(-c2ccc(Cl)cc2)on1	5	-2	3	1	-4	6	1.2	5	7	-5
COc1cc2ccc(=O)oc2cc1O	3	-3	-2	-3	-1	2	0.1	8	3	-1
COc1ccc(NC(C)=O)cc1NC(C)C(=O)Nc1ccc(F)cc1 (centres undefined)	-4	0	-4	-3	0	-5	-3.1	6	-1	-1

Next part.
Short keys: A = TDP2 inh; B = Tn7 DDE FP; C = LEDGF integ inh; D = UHRF1 binding; E = HTRA1 inh; F = mABHD4 FP; G = PG9 Ab binder; H = TCR-CD3 inh; I = SIAE primary; J = PRMT1 FP inh
O=C1/C(=C\c2cccc(O)c2)SC(=S)N1Cc1ccccc1
  A = -7; B = 1; C = -2; D = 0; E = -31; F = -45; G = 1.4; H = -6; I = -23; J = 3

O=C(COC(=O)c1ccc(Cl)c(S(=O)(=O)N2CCCCC2)c1)NCC1CCCCC1
  A = -6; B = 2; C = -1; D = 0; E = -34; F = 1; G = 0.1; H = 0; I = -6; J = -1

O=C(NCc1ccco1)C1CCCN(c2nnc(-n3cccc3)s2)C1 (centres undefined)
  A = 16; B = 1; C = 2; D = 3; E = 3; F = -4; G = -0.1; H = 10; I = -4; J = 1

Cc1nc(-c2cccc(S(=O)(=O)N3CCOCC3)c2)cs1
  A = 8; B = 3; C = -2; D = -4; E = 3; F = 2; G = 2.4; H = 1; I = -3; J = 14

Cc1ccc(C(=O)Nc2cccc(C(=O)N3CCOCC3)c2)cc1
  A = -9; B = -5; C = -4; D = 0; E = -3; F = 1; G = -0.8; H = 10; I = 26*; J = -1

CN(Cc1nc2ccccc2[nH]1)C(=O)C1CCC(=O)N(C2CCCC2)C1 (centres undefined)
  A = -9; B = -3; C = 4; D = -2; E = 10; F = -2; G = -1.6; H = 3; I = -11; J = -3

CC(C)CNC(=O)CSc1nnc(-c2ccccn2)n1Cc1ccccc1
  A = 6; B = 0; C = 1; D = -1; E = 6; F = 6; G = -4.3; H = 4; I = 7; J = 0

O=C(CCC(=O)Nc1cccc(C(F)(F)F)c1)NCC1CCCO1 (centres undefined)
  A = 8; B = 1; C = 2; D = 0; E = -3; F = 4; G = -1.7; H = 9; I = 4; J = -2

COc1ccc(CC(=O)NNC(=O)COc2ccc(F)cc2)cc1S(=O)(=O)N1CCOCC1
  A = -4; B = 9; C = -1; D = -4; E = -5; F = -3; G = -0.1; H = 1; I = 5; J = -2

CCCCOC(=O)C1=C(C)NC(=O)NC1c1ccc([N+](=O)[O-])s1 (centres undefined)
  A = -1; B = -6; C = 0; D = -1; E = 5; F = 5; G = -0.4; H = 4; I = -11; J = 6

CCn1c(O)c(N=NC(=O)CNC(=O)c2cccnc2)c2ccccc21
  A = 5; B = 0; C = -1; D = -5; E = 5; F = 2; G = -1.7; H = 3; I = 1; J = 1

CCCc1nc(-c2cc3cc(C)ccc3[nH]c2=O)no1
  A = -4; B = 1; C = -3; D = -1; E = 1; F = -4; G = -0.1; H = 5; I = -2; J = 2

Cc1csc2nc(CNC(=O)c3cccc(C(F)(F)F)c3)cn12
  A = 3; B = 1; C = 3; D = 0; E = 3; F = 6; G = 0.6; H = -2; I = -2; J = 1

Cc1cccc(C)c1OCc1cc(C(=O)NCc2cn(C)nc2C)no1
  A = 2; B = -3; C = 3; D = 0; E = 5; F = -3; G = -1.0; H = -5; I = 11; J = 1

Screens deposited in PubChem BioAssay by The Scripps Research Institute Molecular Screening Center.
